Screening results (PubChem)
TDP1 inh: qHTS Assay for Inhibitors of Tyrosyl-DNA Phosphodiesterase (TDP1); Tyrosyl-DNA phosphodiesterase 1 (Homo sapiens), Q9NUW8; recombinant TDP1, AlphaScreen DNA substrate cleavage; Potency, µM (highest dose often 130 µM), for the others: top-dose activity change, negative = inhibition, actives largely listed as inhibitors; actives 0.28% (n = 350,000); further: nearly all actives have a fitted effect of over 40% in size
Target sequence (Q9NUW8 whole entry, looked up): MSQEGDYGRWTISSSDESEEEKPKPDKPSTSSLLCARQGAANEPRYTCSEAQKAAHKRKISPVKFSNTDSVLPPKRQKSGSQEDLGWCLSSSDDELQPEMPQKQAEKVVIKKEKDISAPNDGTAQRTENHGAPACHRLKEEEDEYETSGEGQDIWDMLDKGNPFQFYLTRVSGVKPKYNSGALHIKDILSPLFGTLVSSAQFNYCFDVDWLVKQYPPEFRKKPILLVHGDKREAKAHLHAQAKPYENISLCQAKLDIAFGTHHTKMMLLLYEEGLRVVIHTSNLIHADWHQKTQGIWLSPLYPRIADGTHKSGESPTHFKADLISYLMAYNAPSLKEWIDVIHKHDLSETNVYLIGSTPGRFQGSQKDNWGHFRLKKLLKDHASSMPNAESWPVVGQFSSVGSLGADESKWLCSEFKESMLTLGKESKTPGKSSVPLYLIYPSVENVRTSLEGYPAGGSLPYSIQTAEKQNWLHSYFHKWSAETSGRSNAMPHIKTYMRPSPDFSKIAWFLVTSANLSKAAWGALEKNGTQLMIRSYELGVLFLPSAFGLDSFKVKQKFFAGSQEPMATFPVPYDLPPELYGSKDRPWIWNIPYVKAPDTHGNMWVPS
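Here, a 5' biotin and 3' phosphotyrosine-FITC DNA oligonucleotide reports Tdp1 activity: intact substrate bridges AlphaScreen beads, while cleavage leaves a 3' phosphate and drops signal. All incubations at room temperature.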
FEN1 inhibitor: qHTS Assay for the Inhibitors of Human Flap endonuclease 1 (FEN1) | P39748 | Recombinant FEN1 flap cleavage, fluorescence, 15 min | Potency, µM (series often up to 114 µM), inactives show at the top dose activity change, negative = inhibition, hits mostly inhibitors | actives 0.35% (n = 390,000); further: nearly all actives have a fitted effect of over 65% in size
Target sequence (P39748 whole entry, looked up): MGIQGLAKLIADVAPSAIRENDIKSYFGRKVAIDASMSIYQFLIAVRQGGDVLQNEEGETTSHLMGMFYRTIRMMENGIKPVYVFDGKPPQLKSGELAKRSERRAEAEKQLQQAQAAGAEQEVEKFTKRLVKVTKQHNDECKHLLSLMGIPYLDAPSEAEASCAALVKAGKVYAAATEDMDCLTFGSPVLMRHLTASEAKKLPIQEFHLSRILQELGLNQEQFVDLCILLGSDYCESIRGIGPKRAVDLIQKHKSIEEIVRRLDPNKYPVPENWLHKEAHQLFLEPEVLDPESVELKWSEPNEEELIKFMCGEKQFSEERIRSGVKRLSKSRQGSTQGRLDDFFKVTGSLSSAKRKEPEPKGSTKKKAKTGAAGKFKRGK
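Quantitative HTS format: each compound was titrated, incubated with 10 nM nuclease for 15 min at room temperature, then challenged with flap substrate at 50 nM final. Signal change over 15 min gave concentration–effect curves.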
N370S GC: qHTS Assay for Inhibitors and Activators of N370S glucocerebrosidase as a Potential Chaperone Treatment of Gaucher Disease; Potency, µM (highest dose often 59.4 µM), inactives show at the top dose activity change, negative = inhibition, most hits filed as inhibitors; actives 0.092% (n = 330,000); N370S GC spleen homogenate, 4MU-glucoside fluorescence; Lysosomal acid glucosylceramidase (Homo sapiens), P04062; AID 2101, 2009;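 further: 0% = full enzyme activity and -100% = no enzyme basal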
Starred values were filed as active, the others as inactive; u = inconclusive; x = not tested or not shown; & = joins results of further samples; [ ] = dose if it differs, or a comment. The call rests on the fitted dose curve; in most records, active means well fitted curve in the direction sought with a large enough effect; inconclusive means small, poorly fitted or top-dose-only effect, or another doubt; inactive means no such curve, though single readings can be large; an effect the other way counts as inactive or inconclusive. Unless noted, on the % scale 0 is the no-effect control and ±100 the full control effect; potency means the concentration at half of the fitted maximal effect.

mol | TDP1 inh | FEN1 inhibitor | N370S GC
CCN(CC(=O)NCc1ccc(Cl)cc1)C(=O)CN1C(=O)NC(CC)(c2ccccc2)C1=O (configuration not stated) | 3% | -1% | -8%
CCc1ccc(N(C2C=CS(=O)(=O)C2)S(=O)(=O)c2ccccc2)cc1 (configuration not stated) | 3% | 7% | 5%
COc1ccc(C(=O)O)cc1S(=O)(=O)NC(C)C | 2% | -2% | 3%
O=S(=O)(Nc1ccc(Cc2ccncc2)cc1)c1ccc(Br)s1 | 2% | -13% | -10%
Cc1ccc(-c2nc3ccccc3[nH]2)cc1N | 0% | -23% | 9%
O=C(C1CCC(=O)N(C2CCCC2)C1)N1CCC(Oc2ccccc2Cl)CC1 (configuration not stated) | 2% | 9% | -18%
O=C(Nc1ccc2c(c1)oc1ccccc12)C1CC1 | 4% | -1% | 8%
O=C1NC(c2ccc(O)cc2)Nc2ccccc21 (configuration not stated) | x | 5% | -25%
O=C1c2ccccc2C(=O)N1CCCSc1nc2ccccc2o1 | -11% | -8% | 16%
CC(C)(CNC(=O)c1ccc([N+](=O)[O-])c(Cl)c1)CNC(=O)c1ccc([N+](=O)[O-])c(Cl)c1 | 8% | -14% | 17%
Cc1ccc(C)c(Cn2c(=O)n(CCc3ccccc3)c(=O)c3c(C)c(C)sc32)c1 | 2% | -6% | x
O=C(Cn1c(=O)n(Cc2ccc3c(c2)OCO3)c(=O)c2ccc(C(=O)NC3CCCCC3)cc21)Nc1ccccc1F | -4%[12.3 µM] | -13% | x
Cc1ccc2nc(-c3ccccn3)c(Nc3ccccc3C)n2c1 | 11%&12% | 3%&-5% | -8%
COc1ccccc1OCC(=O)NCC(C)NC(=O)COc1ccccc1OC (configuration not stated) | x | 2% | -20%
Cc1[nH]n(-c2ccc([N+](=O)[O-])cc2)c(=O)c1C=NCCc1ccc(S(N)(=O)=O)cc1 | -8% | -7% | 0%
N/C(=N\OC(=O)C1CCCCC1)c1cccc(Br)c1 | 2% | 20% | 0%
CC(Sc1nc2ccccc2c(=O)n1CC1CCCO1)C(=O)NC(C)c1ccccc1 (configuration not stated) | -1% | -5% | -13%
CCc1ccccc1NC(=O)c1ccc2c(c1)CCCN2S(C)(=O)=O | -5% | 8% | x
CCC(=O)Nc1nc2ccc(S(C)(=O)=O)cc2s1 | 2% | -2% | 16%
Cc1ccc(S(=O)(=O)/N=C2/NC(=O)/C(=C\c3ccccc3)S2)cc1 | 4% | -3% | x
CCN1CCN(S(=O)(=O)c2ccc(OC)c(NC(=O)c3ccccc3)c2)CC1 | 3% | 13% | -3%
C#CCOCCOCCOCCNc1nc(N2CCN(C(=O)[C@H](Cc3cc4ccccc4[nH]3)n3cc([C@@H](N)C(C)CC)nn3)CC2)nc(N2CCN(C(=O)[C@H](CCCCN)n3cc([C@@H](N)CC(C)C)nn3)CC2)n1 (some centres not stated) | 6% | u | -2%
Cc1ccc(NC(=O)CO/N=C/c2ccc(N(C)C)cc2)cc1 | 8% | 0% | 18%
O=C(Nc1ccc(Br)cc1)c1cc([N+](=O)[O-])cc([N+](=O)[O-])c1 | x | 15% | -14%

Sorted by count of non-hydrogen atoms (lowest first): some entries from above
mol | TDP1 inh | FEN1 inhibitor | N370S GC
O=C(Nc1ccc(Br)cc1)c1cc([N+](=O)[O-])cc([N+](=O)[O-])c1 | x | 15% | -14%
Cc1ccc(NC(=O)CO/N=C/c2ccc(N(C)C)cc2)cc1 | 8% | 0% | 18%
Cc1ccc2nc(-c3ccccn3)c(Nc3ccccc3C)n2c1 | 11%&12% | 3%&-5% | -8%
CCN1CCN(S(=O)(=O)c2ccc(OC)c(NC(=O)c3ccccc3)c2)CC1 | 3% | 13% | -3%

The listing continues.
mol | TDP1 inh | FEN1 inhibitor | N370S GC
Cc1ccc(CSc2nc3c(c(SCC(=O)O)n2)CCCC3)cc1 | 0% | 5% | 0%
COc1ccc(Cc2nc3ccc(C(=O)NCC(C)(C)OC)cc3o2)cc1 | x | -3% | 0%
Cc1ccn2c(=O)cc(CSc3nnc(C)s3)nc2c1 | 3% | -15% | x
COc1cc(C(=O)NCc2ccc(C)cc2)ccc1OCc1c(C)noc1C | 3% | 4% | 2%
CC(C)OC(=O)CSc1nnc(CNc2nc(-c3ccccc3)cs2)n1C | 6% | 1% | 3%
COc1cc(C)nc(OCCNC(=O)COc2ccc(Cl)cc2Cl)n1 | 7% | 5% | -5%
COC(=O)c1oc2ccc(Br)cc2c1NC(=O)c1ccccc1 | 10% | 0% | 3%
COc1cccc2cc(-c3nnc(-c4ccccc4)o3)c(=O)oc12 | 1% | 0% | -15%
COc1cc2cc(CCOC(=O)c3ccco3)oc(=O)c2cc1OC | 2% | -12% | x
Cc1[nH]n(-c2ccccc2)c(=O)c1N=Nc1c(O)cc(S(=O)(=O)N(C)C)c2ccccc12 | x | -21% | -3%
CCOC(=O)c1cc2cc([N+](=O)[O-])cc(OC)c2oc1=O | 0% | -4% | -16%
CCN1CCN(C(CC(C)C)c2nnnn2CS(=O)(=O)c2ccc(C)cc2)CC1 (configuration not stated) | x | -3% | 22µM*
COC1/C=C/OC2(C)Oc3c(C)c(O)c4c(O)c(c(/C=N/N5CCN(C)CC5)c(O)c4c3C2=O)NC(=O)/C(C)=C/C=C/C(C)C(O)C(C)C(O)C(C)C(OC(C)=O)C1C (configuration not stated) | 15% | x | -18%
Cc1ccccc1C(=O)Nc1nnc(S(=O)(=O)N2c3ccccc3CC2C)s1 (configuration not stated) | 1% | 18% | x
CCn1c(C)c(C)c2cc(C(=O)N3CCN(c4ccccc4)CC3)ccc21 | 14%&11% | -8%&-3% | u
COC(=O)[C@H](CC(C)C)NC(=O)c1cc2c(cn1)[nH]c1ccccc12 | x | -10% | -3%
CCCc1nc(SCC(=O)N2CCC(C)CC2)c2c(=O)n(C)c(=O)n(C)c2n1 | -2% | -6% | -8%
O=[N+]([O-])c1cc(C(F)(F)F)ccc1NCCCCNS(=O)(=O)c1ccc2ccccc2c1 | 9% | -20% | 19%
CC(=O)[C@H]1CC[C@H]2[C@@H]3CC=C4C[C@@H](O)CC[C@]4(C)[C@H]3CC[C@]12C | x | -4% | -3%
CCOc1ccc(CN2CCCC(CNC(=O)c3ccc(F)cc3)C2)cc1CO (configuration not stated) | 0% | -2% | -22%
Cc1cc(OCC(=O)OCC(=O)Nc2cc(C(F)(F)F)ccc2N2CCOCC2)ccc1Cl | 3% | 10% | 2%
Cc1[nH]c(=O)[nH]c(=O)c1/C=N/NC(=O)[C@@H](NC(=O)OC(C)(C)C)C(C)C | 1% | -2% | -2%
O=C(C1Cc2ccccc2CN1S(=O)(=O)c1ccc(F)cc1)N1CCOCC1 (configuration not stated) | 3% | 11% | 10%
NCC1OC(n2cnc3c(=O)[nH]c(N)nc32)C(O)C1O (configuration not stated) | -4%[56.1 µM] | x | -4%
COC(=O)C/C=C\[C@@H](C)[C@@H](/C=N\OCC[C@H]1C=C[C@H](OC(C)=O)[C@@H](COC(C)=O)O1)NS(=O)(=O)c1ccc(C)cc1 | 2%[21 µM] | x | 3%[12.8 µM]
COc1cc(C#Cc2c(-c3cncn3C)n(C)c3ccc(-c4ccc5cc[nH]c5c4)cc23)cc(OC)c1 | 4% | 11% | x
CN(C)Cc1ccccc1-c1ccc2ncnc(NCc3ccccc3)c2c1 | 16%[56.1 µM] | x | -26%
O=C(CSCc1ccccn1)Nc1ccccc1 | 6% | 1% | 2%
COc1ccc(C(=O)NC2CCCN(Cc3ccccc3F)C2)c(OC)c1OC (configuration not stated) | x | 8% | -11%
O=C(Nc1ccc(NC(=O)c2ccco2)cc1)c1cnccn1 | 1% | -11% | 0%[2.35 µM]
COC(=O)c1cc(NC(=O)c2cccc(C(F)(F)F)c2)c(=O)oc1C/C=N/OCc1cccc(Cl)c1Cl | 10% | 1% | -1%
CCCCC1CCC(C(=O)OCC(=O)N(CCOC)c2c(N)n(Cc3ccccc3)c(=O)[nH]c2=O)CC1 (configuration not stated) | -1% | -2% | -5%
CCN(CC)C(=O)C(=O)c1cn(CC(=O)NCC2CCCO2)c2ccccc12 (configuration not stated) | 0% | 5% | 2%
CCC(=O)NC(=S)Nc1ccc(OC)cc1OC | 0% | 46%[activator] | -28%
O=C(CSc1nc(-c2ccccc2)cc(C(F)(F)F)n1)NCc1cccs1 | 1% | 2% | 7%
Cc1ccc2sc(-c3ccc(NC(=O)c4cc(-n5cnnc5)ccc4Cl)cc3)nc2c1 | 7% | -2% | -1%
COc1cccc(Nc2nc3ccc(OC)cc3s2)c1 | 0% | -26% | 13%
Cc1nc([N+](=O)[O-])cn1C(C)C | -1% | 2% | 5%
CCCN1CNc2c(c(=O)[nH]c(=S)n2CCc2ccc(OCC)c(OCC)c2)C1 | 1% | 5% | x
Cc1ccc(S(=O)(=O)Nc2nc(C)cc(NN)n2)cc1 | 1% | 6% | 7%
CCC(CC)C(=O)N1CCN(Cc2nc3ccccc3c(=O)[nH]2)CC1 | 3% | 2% | 11%
CN(C)c1ccc(/C=C(\C#N)c2ccccn2)cc1 | 3% | -6% | 10%
Cc1cccc(NC(=O)Cn2c(=O)n(Cc3ccccc3)c(=O)c3oc4ccccc4c32)c1C | 3% | 0% | x
CCC1CCc2sc(C(=O)NNC(=O)c3ccncc3)cc2C1 (configuration not stated) | x | 5% | -6%
CCOc1cc(C(=O)NCc2ccc3c(c2)CCN3C(=O)c2ccc(F)cc2)cc(OCC)c1OCC | 1% | -2% | x
Nc1c(Br)c(=O)[nH]c(=O)n1-c1ccccc1 | x | 11% | -1%
O=C(CN(C(=O)c1csnn1)c1ccc(Br)cc1)NC1CCCCC1 | 8% | 14% | -6%
O=C(Nc1ccc(F)cc1)C(c1ccccc1)N1CCN(CC(=O)N2CCOCC2)CC1 (configuration not stated) | -2% | 15% | x
CC(C)c1nnc(NC(=O)C2CCCN2C(=O)Nc2ccc(F)cc2)s1 (configuration not stated) | 7% | 1% | 6%
Cc1ccc(C(=O)NCCCc2ccccc2)s1 | 5% | -6% | 9%
CC(C)OP(=O)(c1ccc(N(C)C)cc1)C(O)c1ccc(Br)cc1 (configuration not stated) | x | 0% | -4%
Cc1ccc(CNC(=O)c2c(C)oc3ncnc(N4CCOCC4)c23)cc1 | 1% | 13% | x
CCOC(=O)C1CCCN(C(=O)CN2CCN(Cc3ccc(Cl)cc3)C2=O)C1 (configuration not stated) | 7% | -2% | -7%
CC(Sc1nc(C2CC2)n(-c2ccccc2)n1)C(=O)c1c(N)n(C)c(=O)n(C)c1=O (configuration not stated) | 3% | 0% | -3%
COc1ccccc1N1CCN(C(=O)c2ccc(COc3cccc4c3OC(C)(C)C4)cc2)CC1 | x | -1% | -11%
COc1cc(OC)cc(C(=O)NCC(=O)N2CCN(Cc3ccccc3)CC2)c1 | -1% | 2% | x
CCCOC(=O)Nc1cc(OC)ccc1[N+](=O)[O-] | 3% | -8% | -2%
Cc1cccc(C)c1NC(=O)CNC(=O)c1ccccc1 | 7%[0.0935 µM] | 13% | 5%
C=CCn1c(=N)n(CC(=O)OCC)c2ccccc21 | 3% | 3% | -4%
COc1cccc(NC2CC(=O)N(CCc3ccccc3)C2=O)c1 (configuration not stated) | -4% | 8% | 5%

More structures
mol | TDP1 inh | FEN1 inhibitor | N370S GC
Cc1ccc(NC(=O)COC(=O)CC2SC(N3CCCC3)=NC2=O)cc1 (configuration not stated) | -2% | -5% | x
CC(=O)C[C@H](O)CC(=O)[C@H]1OC(=O)CC/C=C\Cc2ccccc21 | 2% | 10% | x
O=C(COC(=O)c1ccc2c(c1)C(=O)N(c1cccc3ncccc13)C2=O)c1ccc(Cl)cc1 | -7% | -23% | 5%
Nc1c(S(=O)(=O)c2cccc(Cl)c2)c2nc3ccccc3nc2n1/N=C/c1ccc(O)c(O)c1 | 7% | x | -14%
CC(C)CCNC(=O)CN(Cc1ccco1)C(=O)c1snc(C(N)=O)c1N | -5% | -4% | -19%
Cn1c(=O)c2c(ncn2CC(O)CNc2ccc(F)cc2)n(C)c1=O (configuration not stated) | 4% | 2% | 10%
O=C(O)c1ccccc1NS(=O)(=O)c1cccc2cccnc12 | 0% | 10% | 3%
COCCn1c(C)cc(C(=O)COC(=O)CCN2C(=O)c3ccccc3C2=O)c1C | 5% | -12% | 5%
COc1cccc(NC(=O)CCNC(=O)Cn2cnc3ccccc3c2=O)c1 | 2% | -17% | x
Cc1ccc(NC(=O)[C@@H]2CCCN2C(=O)c2cccs2)cc1S(=O)(=O)N1CCCCC1 | 2% | -20% | x
NNC(=O)c1ccc(COCC(F)(F)F)cc1 | 6% | 2% | 4%
Cc1ccc(SCC(=O)NCc2ccccc2)cc1 | 1% | -2% | 3%
